GDH-TPI counter: GDH-TPI coupling enzyme inhibitors, primary screen, artefact control for M. tuberculosis FBA inhibitor project, biochemical, absorbance, full deck | GDH-TPI coupled enzyme counterscreen, NADH absorbance | inhibition, % at 4.8 µM | actives 1.2% (n = 360,000);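 further: 0% = DMSO wells and 100% = wells lacking the enzyme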
MazF activator: activators of E. coli MazEF toxin-antitoxin RNase, primary screen, biochemical, fluorescence, uHTS | actives 0.32% (n = 350,000) | FAM/BHQ RNA-DNA oligo cleavage fluorescence, 5 h | activation, % at 20 µM; in the data active means activation above about 50%
Target sequence (P0AE70 whole entry, looked up): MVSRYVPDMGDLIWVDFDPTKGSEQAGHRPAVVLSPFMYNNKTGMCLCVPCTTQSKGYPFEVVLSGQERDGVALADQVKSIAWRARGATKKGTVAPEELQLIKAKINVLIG
Rv3671c inh: Rv3671c serine protease inhibitors, primary screen, biochemical, fluorescence polarization, M. tuberculosis H37Rv | actives 0.048% (n = 320,000) | inhibition, % at 5.96 µM | P9WHR9 | AID 2606, 2010; in the data active means inhibition above about 38%;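 further: extracellular domain of Rv3671c used as enzyme; 0% = enzyme with DMSO and 100% = no enzyme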
FBA Mtb inh: Mtb FBA enzyme inhibitors, primary screen, biochemical, fluorescence, strain H37Rv; inhibition, % at 1 µM; actives 2.3% (n = 360,000); purified M. tuberculosis FBA, fluorescence read-out; Fructose-bisphosphate aldolase (Mycobacterium tuberculosis (strain ATCC 25618 / H37Rv)), …; in the data active means inhibition above about 27%;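 further: 0% = vehicle and 100% = reference inhibitor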
Target sequence (P9WQA3 whole entry, looked up): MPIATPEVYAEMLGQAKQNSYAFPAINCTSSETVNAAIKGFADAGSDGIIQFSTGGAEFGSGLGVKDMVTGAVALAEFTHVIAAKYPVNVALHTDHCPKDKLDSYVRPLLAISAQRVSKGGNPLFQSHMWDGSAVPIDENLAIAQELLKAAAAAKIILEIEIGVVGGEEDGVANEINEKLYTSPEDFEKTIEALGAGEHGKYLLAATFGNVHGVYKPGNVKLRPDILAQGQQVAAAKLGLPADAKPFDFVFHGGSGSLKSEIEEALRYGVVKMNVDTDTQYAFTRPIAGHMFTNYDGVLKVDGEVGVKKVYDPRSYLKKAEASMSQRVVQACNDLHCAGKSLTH
Mtb UGM inh: M. tuberculosis UGM enzyme inhibitors, primary screen, biochemical, fluorescence polarization, single point. purified UGM, fluorescence polarization probe displacement. actives 0.06% (n = 320,000). inhibition, % at 10 µM. AID 504406, 2011; in the data active means inhibition above about 10%, passing the limit was not always enough; inconclusive means no clear call, values can overlap the other calls
Target sequence (P9WIQ1 whole entry, looked up): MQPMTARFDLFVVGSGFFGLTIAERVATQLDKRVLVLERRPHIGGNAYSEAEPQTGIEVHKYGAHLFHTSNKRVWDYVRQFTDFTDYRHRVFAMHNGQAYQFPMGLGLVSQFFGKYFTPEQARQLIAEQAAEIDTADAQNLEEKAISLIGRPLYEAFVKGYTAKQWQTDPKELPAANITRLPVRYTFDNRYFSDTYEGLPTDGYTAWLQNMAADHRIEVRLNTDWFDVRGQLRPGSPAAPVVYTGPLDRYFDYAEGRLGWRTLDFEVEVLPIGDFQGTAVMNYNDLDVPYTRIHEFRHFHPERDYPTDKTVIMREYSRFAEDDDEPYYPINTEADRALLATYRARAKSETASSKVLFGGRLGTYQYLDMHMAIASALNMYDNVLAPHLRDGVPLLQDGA
FadD28 binding: inhibitors of FadD28 bisubstrate probe binding, primary screen, biochemical, fluorescence polarization, single point. Mycobacterium tuberculosis FadD28 fatty-acid-AMP ligase. actives 0.22% (n = 360,000). AID 588549, 2011. inhibition, % at 12.5 µM; in the data active means inhibition above about 8.5%, passing the limit was not always enough; inconclusive means no clear call, values can overlap the other calls
Mtb BioA inh: M. tuberculosis BioA enzyme inhibitors, primary screen, biochemical, plate reader, single point, HTS; 7,8-diaminopelargonic acid synthase BioA (Mycobacterium tuberculosis); purified M. tuberculosis BioA enzyme; inhibition, % at 9.99 µM; actives 0.096% (n = 360,000); AID 602481, 2012; in the data active means inhibition above about 40%; inconclusive means no clear call, values can overlap the other calls
CCHF vOTU inh: CCHFV vOTU protease inhibitors, primary screen, biochemical, Pep-AMC substrate, fluorescence | Crimean-Congo hemorrhagic fever virus L polyprotein viral ovarian tumor (vOTU) protease … | inhibition, % at 11.5 µM | actives 0.55% (n = 370,000); further: 0% = vehicle wells with enzyme and 100% = no enzyme wells
VHR inh abs: VHR1 phosphatase inhibitors, primary screen, biochemical, absorbance, uHTS; actives 0.52% (n = 290,000); inhibition, % at 13.3 µM; recombinant VHR phosphatase, pNPP absorbance; in the data active means inhibition above about 50%; further: some compounds called inactive have numbers as strong as hits
Target sequence (P51452 whole entry, looked up): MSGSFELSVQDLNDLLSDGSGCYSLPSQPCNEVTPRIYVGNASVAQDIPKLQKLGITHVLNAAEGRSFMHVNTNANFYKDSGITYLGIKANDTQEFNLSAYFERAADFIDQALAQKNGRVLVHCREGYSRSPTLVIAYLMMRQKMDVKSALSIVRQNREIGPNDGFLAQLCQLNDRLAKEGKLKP
BoNT-F LC inh: BoNT/F light chain protease inhibitors, primary screen, biochemical, flow cytometry, MLPCN library. Botulinum neurotoxin type F light chain protease (Clostridium botulinum). Multiplex microsphere protease cleavage assay. inhibition, % at 10 µM. actives 0.22% (n = 360,000). AID 588497, 2011; in the data active means inhibition above about 35%, passing the limit was not always enough; inconclusive means no clear call, values can overlap the other calls; further: plate controls were buffer without enzyme for full effect and enzyme alone for no effect
The depositor's hits bear a star; u = inconclusive; x = not tested or not shown. Unless noted, no stated cut-off is given here; in the data, active means inhibition above about 30%; inactive means the rest. This is a random part of the collection. Share with any hit: about 4.9%.

SMILES | GDH-TPI counter | MazF activator | Rv3671c inh | FBA Mtb inh | Mtb UGM inh | FadD28 binding | Mtb BioA inh | CCHF vOTU inh | VHR inh abs | BoNT-F LC inh
COc1ccc(OC)c(C(=O)Nc2c(O)ccc3ccccc23)c1 | 8 | 1 | 2 | 3 | 4.1 | -1.1 | x | 11 | x | u
CN1CCN(C(=O)c2cc(COc3ccccc3)on2)[C@@H](c2ccccc2)C1 | 11 | -4 | -9 | 2 | 0.6 | -1.4 | 1.4 | 0 | 1 | -1
CC1=C(C)C(OCCCl)N(c2cc(O)c(Cl)cc2F)C1=O (stereo not drawn) | -1 | 11 | -11 | 5 | 0.7 | -2.7 | x | -5 | 8 | x
CC(=O)Nc1ccc(C(=O)OCC(=O)Nc2ccc(Cl)cc2C(=O)c2ccccc2)cc1 | -2 | -15 | -99 | 1 | -1.2 | -2.2 | x | 16 | -2 | -5
CN(C(=O)CSc1nc2ccc(Br)cc2c(=O)n1Cc1ccco1)C1CCS(=O)(=O)C1 (stereo not drawn) | -14 | 9 | 0 | -3 | 1.8 | -3.6 | 1.4 | 0 | -7 | -4
CC1SCC(=O)N(CC(=O)Nc2ccc3c(c2)OCO3)C1=O (stereo not drawn) | 0 | 12 | 1 | 0 | 0.3 | -4.5 | 0.4 | 0 | 5 | 1
CCOC(=O)C1=C(COC(=O)CNC(=O)c2cccc(C)c2)NC(=O)NC1C (stereo not drawn) | 3 | 2 | -4 | -2 | 1.3 | -2.4 | x | -4 | x | 6
CN(C)NC(=S)NC1(C)CCS(=O)(=O)C1 (stereo not drawn) | -18 | 6 | 2 | 0 | 0.6 | -2.6 | -0.1 | -7 | -20 | u
CC(C)OC(=O)c1c(F)c(F)c(N2CCOCC2)c(F)c1F | 14 | -8 | -6 | 1 | -0.8 | 0.8 | -5.7 | -7 | 22 | -6
C=CCOc1ccc(CNc2ccc(NC(=O)CCC)cc2)cc1OCC | 8 | -10 | 18 | 4 | 3.5 | 0.3 | x | 10 | -10 | -11
COc1cccc(C(=O)NCCS(=O)(=O)N2CCN(C(=O)c3ccco3)CC2)c1 | 13 | -18 | 2 | -1 | 3.5 | -1.4 | -0.7 | 5 | x | 3
COc1ccccc1-n1cnc2cc(C(=O)NCC3CCCO3)ccc21 (stereo not drawn) | 5 | -13 | -2 | 1 | 1.2 | -3.8 | 7.3 | 8 | 12 | -9
CCCCOc1ccc(Cc2n[nH]c(=S)n2N)cc1 | 4 | -7 | -8 | 1 | 2.4 | -1.2 | -2.6 | -7 | 5 | 0
NC1=NC[C@@H](Cc2ccc(O)cc2)N1CCc1cccc2ccccc12 | -2 | 19 | 1 | 2 | -1.1 | -4.6 | -3.2 | -5 | 19 | -8
N#CCOC(=O)c1c2c(nc3ccccc13)CCC2 | 2 | 13 | 0 | 10 | 4.4 | -0.7 | -1.2 | -8 | 7 | -1
COc1ccc2[nH]c(C(=O)O)c(CCNC(=O)/C=C/c3ccc(O)c(OC)c3)c2c1 | 16 | 0 | 9 | 10 | 2.1 | 3.4 | -1.1 | 12 | -2 | -27
Cc1cccc(C(=O)Nc2ccc3c(c2)C(=O)NC3=O)c1 | 17 | 6 | -7 | 45* | -1.4 | -3.2 | 1.4 | -44 | 10 | -6
CCC1=Nc2cc(C(=O)O)ccc2Sc2ccc(Cl)cc21 | 3 | 4 | -4 | 0 | 0.2 | -6.6 | 0.4 | 4 | -7 | -6
CCOC(=O)c1cc2c(ccn2C)n1CC(=O)N1CCN(c2ccccc2)CC1 | 22 | -1 | -1 | 2 | 4.1 | 0.0 | 0.5 | 18 | -8 | -3
CCCCN1C(=O)CC(Sc2ncccc2C(=O)O)C1=O (stereo not drawn) | 6 | -7 | 7 | 4 | 0.6 | -1.8 | -0.7 | 6 | 24 | -9

Looked up above:
Mtb UGM inh with `CN1CCN(C(=O)c2cc(COc3ccccc3)on2)[C@@H](c2ccccc2)C1` = 0.6
Mtb UGM inh with `CC(=O)Nc1ccc(C(=O)OCC(=O)Nc2ccc(Cl)cc2C(=O)c2ccccc2)cc1` = -1.2

Some of these compounds in order of molar mass, rising.
SMILES | GDH-TPI counter | MazF activator | Rv3671c inh | FBA Mtb inh | Mtb UGM inh | FadD28 binding | Mtb BioA inh | CCHF vOTU inh | VHR inh abs | BoNT-F LC inh
Cc1cccc(C(=O)Nc2ccc3c(c2)C(=O)NC3=O)c1 | 17 | 6 | -7 | 45* | -1.4 | -3.2 | 1.4 | -44 | 10 | -6
CCC1=Nc2cc(C(=O)O)ccc2Sc2ccc(Cl)cc21 | 3 | 4 | -4 | 0 | 0.2 | -6.6 | 0.4 | 4 | -7 | -6
CCOC(=O)c1cc2c(ccn2C)n1CC(=O)N1CCN(c2ccccc2)CC1 | 22 | -1 | -1 | 2 | 4.1 | 0.0 | 0.5 | 18 | -8 | -3
COc1cccc(C(=O)NCCS(=O)(=O)N2CCN(C(=O)c3ccco3)CC2)c1 | 13 | -18 | 2 | -1 | 3.5 | -1.4 | -0.7 | 5 | x | 3
CC(=O)Nc1ccc(C(=O)OCC(=O)Nc2ccc(Cl)cc2C(=O)c2ccccc2)cc1 | -2 | -15 | -99 | 1 | -1.2 | -2.2 | x | 16 | -2 | -5
CN(C(=O)CSc1nc2ccc(Br)cc2c(=O)n1Cc1ccco1)C1CCS(=O)(=O)C1 (stereo not drawn) | -14 | 9 | 0 | -3 | 1.8 | -3.6 | 1.4 | 0 | -7 | -4

(further entries)
SMILES | GDH-TPI counter | MazF activator | Rv3671c inh | FBA Mtb inh | Mtb UGM inh | FadD28 binding | Mtb BioA inh | CCHF vOTU inh | VHR inh abs | BoNT-F LC inh
O=c1ccc(-c2ccccc2)nn1Cc1ccc(F)cc1Cl | 6 | -15 | -3 | 2 | 1.3 | -1.2 | x | 18 | 14 | -18
CC(=O)Nc1cccc(C(=O)OC(C)C(=O)NC2CCCc3ccccc32)c1 (stereo not drawn) | 2 | 0 | 3 | 0 | -2.5 | -3.8 | -1.1 | 17 | 24 | 0
CC(C)=C1SC(N2CCN(c3cccc(Cl)c3)CC2)=NC1=O | 3 | -3 | -13 | 0 | 1.3 | -3.8 | x | -2 | 5 | 3
CCc1ccc(OCc2nnc(SCC(=O)NC3CCCCC3)o2)cc1 | -10 | 5 | 0 | 1 | 0.9 | 0.6 | -1.1 | 5 | 22 | -5
Cc1cccc(N(C(=O)Cn2nnc(-c3ccccc3F)n2)C(C(=O)NC(C)(C)C)c2ccncc2)c1 (stereo not drawn) | 5 | 6 | 3 | -1 | 3.0 | -3.2 | x | -8 | 31 | 3
O=C(NCc1ccccc1)C1CCCN(S(=O)(=O)c2ccc(Br)cc2)C1 (stereo not drawn) | 4 | 2 | 2 | 1 | -1.7 | -0.8 | -3.6 | 1 | 6 | -2
C=CCN(CC(=O)NCc1ccccc1)C(=O)c1csnn1 | 11 | -1 | 4 | 6 | 1.8 | 2.9 | -2.0 | -5 | 25 | -1
NC1=NC(=O)/C(=C/c2cn(CCC(=O)O)nc2-c2ccc(Cl)cc2)S1 | 25 | -25 | 0 | -8 | -1.5 | -8.4 | x | -3 | 8 | 6
COCCNCC(O)CON=C1c2ccccc2-c2ccccc21 (stereo not drawn) | -7 | 3 | -1 | 0 | -1.4 | 2.2 | x | -11 | 26 | -6
CN(Cc1cnn(Cc2ccccc2)c1)C(=O)c1cccc(S(=O)(=O)N2CCOCC2)c1 | 0 | 5 | 3 | 0 | -0.5 | x | -0.8 | 11 | x | -7
Cc1ccc2[nH]c(C)c(CCN(Cc3cccnc3)C(=S)NC(C)(C)C)c2c1 | -8 | 6 | -5 | 2 | 3.1 | x | -0.9 | -11 | 24 | 0
CCOC(=O)C1=C(CC)OC(N)=C(C#N)C1c1ccc(OC)cc1OC (stereo not drawn) | 14 | -4 | 5 | -2 | -1.3 | 1.2 | -1.3 | -7 | 26 | 7
COc1ccccc1NC(=O)CN1CCN(C(=O)c2ccco2)CC1 | 10 | -8 | 6 | 4 | -2.6 | -0.9 | -0.2 | -7 | 13 | 2
COc1ccc(OCc2nnc(SC3CCOC3=O)n2-c2ccccc2)cc1 (stereo not drawn) | 1 | -6 | 1 | 0 | -0.5 | -3.7 | x | -4 | 8 | 4
CCOC(=O)CN1CC23C=CC(O2)C(C(=O)NCCc2ccccc2)C3C1=O (stereo not drawn) | 1 | -3 | 13 | -2 | 0.0 | -0.1 | -2.1 | -5 | 17 | -8
c1ccc2c(c1)nc(Nc1ccc3c(c1)OCO3)c1nnnn12 | 14 | 12 | 6 | -3 | 2.0 | -0.6 | x | 9 | -2 | -11
O=C(N/C(=C/c1cccnc1)C(=O)N1CCOCC1)c1ccccc1Br | -1 | -1 | 7 | -3 | -0.1 | -3.1 | x | 0 | 16 | -2
Cc1ccc(Nc2cc(C)nc(NCc3ccccc3)n2)cc1 | 9 | 16 | -6 | 0 | 0.2 | -1.5 | x | 17 | 2 | -1
COc1cc(C(=O)NNC(=O)COc2ccc(Cl)cc2)ccc1OCC(=O)N1CCOCC1 | 6 | -7 | 3 | 2 | 1.4 | -0.2 | 1.2 | -7 | x | 2
O=C(c1ccco1)N1CCN(C(=O)C2CCN(S(=O)(=O)Cc3ccccc3)CC2)CC1 | 2 | 7 | -11 | -2 | 0.8 | 1.7 | -1.3 | 1 | 15 | -3
Cc1ccc(NC(=O)CN2C(=O)NC(C)(c3ccc4c(c3)OCO4)C2=O)cc1 (stereo not drawn) | 8 | 3 | 4 | -2 | -2.0 | -0.6 | -0.1 | -2 | x | 0
CC(=O)Nc1cccc(-c2ccnc3c2CC(C)(C(=O)Nc2ccc(F)c(Cl)c2)O3)c1 (stereo not drawn) | -7 | x | x | 0 | x | -7.6 | 3.4 | -1 | x | 3
CCOC(=O)CN(c1cccc(C(C)=O)c1)S(C)(=O)=O | 5 | 7 | 3 | 1 | -1.0 | -1.8 | x | x | -21 | -12
O=C(c1cccnc1)C1Cc2ccccc2C1=O (stereo not drawn) | 24 | 0 | -5 | 1 | 0.3 | -0.7 | -0.9 | 6 | -6 | 12
CC(C/C=N/NC(=O)COc1cc(Cl)ccc1Cl)c1ccccc1 (stereo not drawn) | -1 | -5 | -9 | -2 | -3.2 | -1.0 | -0.7 | 6 | 24 | 1
O=C(CCc1ccc(S(=O)(=O)N2CCOCC2)cc1)N/N=C/c1cccc(O)c1 | -2 | 7 | -13 | -1 | -1.0 | -4.9 | x | 0 | -6 | -1
C=CCn1cc(/C=N\NC(=O)c2cc3c(ccc4ccccc43)o2)c2ccccc21 | 3 | -9 | 7 | 2 | 4.4 | 1.8 | -0.6 | -15 | -2 | 2
CCn1c(C)nnc1SCC(=O)Nc1ccc(C(C)=O)cc1 | -9 | 8 | -11 | 2 | 0.9 | -1.8 | 2.1 | -14 | 14 | 5
O=c1c2ccccc2ncn1-c1ccccc1[N+](=O)[O-] | 7 | 9 | -2 | -2 | -3.1 | -2.4 | -0.6 | 2 | 0 | x
CCOc1ccc2nc(SCC(=O)Nc3nonc3C)[nH]c2c1 | 7 | 9 | 3 | 3 | -0.1 | -2.0 | x | -7 | 21 | -1
Cn1c(CNC(=O)c2ccc(Cl)cc2)nnc1SCC(=O)NC1CCCC1 | 0 | -2 | 0 | 1 | 1.2 | -0.5 | -0.1 | -15 | -30 | -16
O=C(Oc1ccc2c(c1)O/C(=C\c1ccncc1)C2=O)c1ccccc1 | 8 | 220* | -10 | -5 | 1.1 | -0.6 | x | -4 | 13 | 2
CCOC(=O)/C(C#N)=C/c1cc2ccccc2nc1N1CCOCC1 | 4 | -15 | 0 | 0 | 1.3 | -1.4 | x | 2 | -2 | -11

Screens: PubChem BioAssay, several laboratories
